# Screening data: PubChem BioAssay, National Center for Advancing Translational Sciences (NCATS)
# Tb PGK inh: qHTS Assay to Find Inhibitors of Phosphoglycerate Kinase. Phosphoglycerate kinase, glycosomal (Trypanosoma brucei brucei), P07378. PGK/GAPDH coupled, Kinase-Glo luminescence, 60 min. actives 0.043% (n = 380,000). AID 602233, 2012. Potency, µM (titrated, usually from 57.5 µM), without a hit: at the top dose activity change, negative = inhibition, usual class: inhibitors; note: potency is the fitted concentration of half-maximal effect; % is set by controls: 0 for no effect and ±100 for the full control effect; nearly all actives have a fitted effect of over 60% in size
#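 Luminescent ATP detection (Kinase-Glo Plus) follows a 60-minute room-temperature incubation, with wells lacking PGK as controls. Buffer: 100 mM TEA (pH 7.6), 5 mM MgCl2, 0.01% Tween-20. Coupling enzyme GAPDH (100 nM final) supplies unstable 1,3-BPG in-well.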
# JMJD2A Tudor inh: qHTS Assay for Inhibitors of JMJD2A-Tudor Domain; actives 4.4% (n = 390,000); AID 504339, 2011; AlphaScreen JMJD2A-Tudor / H3K4me3 peptide binding; Potency, µM (titrated, usually from 114 µM), for inactives: at the top dose activity change, negative = inhibition, actives largely listed as inhibitors; Lysine-specific demethylase 4A (Homo sapiens), O75164; note: potency is the fitted concentration of half-maximal effect; % is set by controls: 0 for no effect and ±100 for the full control effect; nearly all actives have a fitted effect of over 50% in size
# PI4K2A block: qHTS for small molecular inhibitors of PI4K2A. Phosphatidylinositol 4-kinase type 2-alpha (Homo sapiens), Q9BTU6. purified PI4K2A, ADP-Glo luminescence, 1 h; stronger effect = lower value. activity change, negative = inhibition, % at 76.9 µM. actives 0.13% (n = 420,000); in the data active = activity change below about -50%; inconclusive = mostly about -30% to -49%;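 note: -100% = wells without enzyme as full effect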
#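 PI4K2A activity was measured by ADP-Glo luminescence: enzyme (4 ug/mL stock) and phosphatidylinositol (1.2 mM stock) in Tris pH 7.5/MgCl2/EGTA/Triton X-100 buffer were reacted with ATP (300 microM stock) for one hour at ambient temperature.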
# HP1b chromo inh: HTS for Inhibitors of HP1-beta Chromodomain Interactions with Methylated Histone Tails. actives 0.56% (n = 390,000). Potency, µM (titrated, usually from 114 µM), inactives show at the highest dose activity change, negative = inhibition, usual class: inhibitors. AlphaScreen HP1-beta / biotin-H3K9me3 peptide binding. AID 540317, 2011; note: potency is the fitted concentration of half-maximal effect; nearly all actives have a fitted effect of over 70% in size; inactives centre near 23
# Target sequence (P83916 whole entry, looked up): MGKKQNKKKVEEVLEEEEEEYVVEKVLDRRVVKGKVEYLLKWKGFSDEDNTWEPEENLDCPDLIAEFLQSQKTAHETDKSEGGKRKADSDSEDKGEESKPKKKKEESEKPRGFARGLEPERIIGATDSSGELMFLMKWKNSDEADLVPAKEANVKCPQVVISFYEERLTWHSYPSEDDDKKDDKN
#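 AlphaScreen: HP1-beta (50 nM) preformed 30 min with biotin-H3(1-18)K9me3 peptide (50 nM) in PBS pH 7.4, 0.01% Tween-20. Compound added for 30 min at RT, then streptavidin donor/nickel chelate acceptor beads (10 ug/mL) for 30 min.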
# Pin1 inh: qHTS Assay to Find Inhibitors of Pin1; Peptidyl-prolyl cis-trans isomerase NIMA-interacting 1 (Homo sapiens), Q13526; Pin1 FP peptide displacement, HiFluor488, 10 min; Potency, µM (titrated, usually from 115 µM), for the others: at the top dose activity, negative = inhibition, hits mostly inhibitors; actives 0.009% (n = 390,000); AID 504891, 2011; active = well fitted inhibition curve with a large enough effect in the polarisation, with a control signal flat, not every such curve was filed as active; inconclusive = small, poorly fitted or top-dose-only effect, or effect the other way, or a change in a side signal; inactive = no such curve, though single readings can be large or run the other way; the % refers to the polarisation; note: potency is the fitted concentration of half-maximal effect; % is set by controls: 0 for no effect and ±100 for the full control effect
# Target sequence (Q13526 whole entry, looked up): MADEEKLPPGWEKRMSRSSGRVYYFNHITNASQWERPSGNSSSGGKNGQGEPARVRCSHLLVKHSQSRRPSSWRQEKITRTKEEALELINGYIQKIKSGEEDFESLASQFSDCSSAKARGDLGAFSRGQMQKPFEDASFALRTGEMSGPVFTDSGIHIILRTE
# Pol eta inh: qHTS for Inhibitors of Polymerase Eta; DNA polymerase eta (Homo sapiens), Q9Y253; actives 1.2% (n = 390,000); Potency, µM (top dose mostly 114 µM), without a hit: at the top dose activity change, negative = inhibition, hits mostly inhibitors; recombinant Pol eta, fluorescent DNA replication assay; note: potency is the fitted concentration of half-maximal effect; % is set by controls: 0 for no effect and ±100 for the full control effect
#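 Pol eta (10 nM) was preincubated with compounds for 15 min at room temperature, after which fluorescent replication substrate (50 nM final) was added to start the reaction. Fluorescence was read kinetically at 0 and 10 min.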
# G9a inh: qHTS Assay for Inhibitors of Histone Lysine Methyltransferase G9a; Histone-lysine N-methyltransferase EHMT2 (Homo sapiens), Q96KQ7; G9a H3K9 monomethylation, AlphaScreen, 2 h; Potency, µM (doses to about 102 µM), inactives show top-dose activity, negative = inhibition, actives largely listed as inhibitors; actives 8.8% (n = 350,000); AID 504332, 2011; note: potency is the fitted concentration of half-maximal effect; % is set by controls: 0 for no effect and ±100 for the full control effect; nearly all actives have a fitted effect of over 75% in size
# Target sequence (Q96KQ7 913-1193 limits assumed): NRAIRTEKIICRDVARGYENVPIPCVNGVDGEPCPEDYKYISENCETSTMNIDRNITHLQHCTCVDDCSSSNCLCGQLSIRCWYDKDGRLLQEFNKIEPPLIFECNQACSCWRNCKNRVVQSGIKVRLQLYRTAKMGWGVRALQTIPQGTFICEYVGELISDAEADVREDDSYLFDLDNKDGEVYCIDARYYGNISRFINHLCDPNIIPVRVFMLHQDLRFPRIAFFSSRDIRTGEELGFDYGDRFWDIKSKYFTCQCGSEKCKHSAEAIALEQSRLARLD
#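 Using a bead-based AlphaScreen, monomethylated H3K9 product from 2 h room-temperature reactions (G9a 20 nM, peptide 500 nM, SAM 20 uM) was detected with 0.5 ug/mL rabbit anti-H3K9me1 antibody.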
# BAZ2B block: qHTS Assay for Inhibitors of BAZ2B; Bromodomain adjacent to zinc finger domain protein 2B (Homo sapiens), Q9UIF8; Potency, µM (top dose mostly 114 µM), inactives show at the highest dose activity change, negative = inhibition, usual class: inhibitors; actives 4.4% (n = 360,000); AlphaScreen BAZ2B-H3K14Ac peptide displacement; note: potency is the fitted concentration of half-maximal effect; % is set by controls: 0 for no effect and ±100 for the full control effect; nearly all actives have a fitted effect of over 60% in size
#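 AlphaScreen displacement of biotin-H3(5-23)K14Ac peptide (50 nM final) from BAZ2B (50 nM final) in PBS pH 7.4, 0.01% Tween-20; complex preformed 30 min RT, then compounds (top 110 uM) 30 min RT, beads 20 min dark.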
# GLS inh: qHTS for Inhibitors of Glutaminase (GLS); Glutaminase kidney isoform, mitochondrial (Homo sapiens), O94925; GLS enzymatic activity, qHTS titration; Potency, µM (highest dose often 45.5 µM), inactives show at the top dose activity change, negative = inhibition, most hits filed as inhibitors; actives 0.21% (n = 410,000); AID 624170, 2012; note: potency is the fitted concentration of half-maximal effect; % is set by controls: 0 for no effect and ±100 for the full control effect
#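 Two-point fluorescence kinetic (t0, 30 min RT) for hKGA; glutamate detected via glutamate oxidase–HRP–Amplex Red. Substrate: 1 mM L-glutamine solution; buffer 45 mM KH2PO4, pH 8.2.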
# * = called active by the depositor; i = inactive; ? = inconclusive; . = not tested or not shown; [ ] = remark or other dose. Unless noted, calls come from the whole dose curve; as a rule, active = well fitted curve in the direction sought with a large enough effect; inconclusive = small, poorly fitted or top-dose-only effect, or another doubt; inactive = no such curve, though single readings can be large; an effect the other way counts as inactive or inconclusive. Only part of the results is shown; rates above refer to the full screens.
Pin1 inh	GLS inh	G9a inh	Tb PGK inh	Pol eta inh	HP1b chromo inh	JMJD2A Tudor inh	PI4K2A block	BAZ2B block	smiles
-11%	-1%	2%	-3%	-2%	9%	-36%	-5	-6%	O=C(NCCc1ccncc1)C12CC3CC(CC(C3)C1)C2
3%	0%	-13%[59 µM]	-6%	-18%	26%	-18%	2	-3%	CC1=C(C(=O)NCCN2CCOCC2)C2(CCC(C)CC2)OC1=O (stereo not drawn)
0%	5%	13µM*	i	-23%	20%	?	0	?	Cc1cccc(OCCSc2nc3ccccc3n2CC(=O)N2CCCCC2)c1C
-4%	2%	.	-4%	-11%	11%	-5%	2	.	Cc1ccc2nc(C)cc(C(=O)NC3CCCCCC3)c2c1
1%	0%	-7%[59 µM]	-5%	-11%	0%	-15%	-3	-18%	COc1ccc(C(=O)Nc2ccc(-c3cc(C(F)(F)F)nn3-c3ccccc3)cc2)cc1OC
5%	-3%	11µM*	1%	-27%	25µM*	?	-1	7.9µM*	c1ccc(C[n+]2c(-c3ccccc3)csc2Nc2ccccc2)cc1
2%	19%	-40%	3%	0%	19%	-1%	3	-4%	O=C(O)c1ccc(S(=O)(=O)N2CCC3(CC2)CC(=O)c2ccccc2O3)cc1
1%	1%	141%[activator]	i	-12%	122%[activator]	99%[activator]	-2	101%[activator]	CCN(CC)C(=S)Oc1ccc(Cl)cc1Cl
2%	7%	-49%	-3%	-19%	2%	-2%	4	3%	CCOCCN(C(=O)c1ccccc1Cl)c1ccccc1
-10%	5%	?	-8%	-27%	-2%	-25%	-9	-4%	CC(C)c1ccc(NC(=O)c2cc(S(=O)(=O)NCC3COc4ccccc4O3)ccc2F)cc1 (stereo not drawn)
-4%	-11%	-4%	i	?	35%	-5%	4	5%	O=C(NC1CC1)C1CCN(S(=O)(=O)c2ccc(Cl)cc2)CC1
-3%	-6%	-27%[59 µM]	-3%	-15%	20%	-5%	7	8%	CSc1ccc(/C=C/C(=O)OCC(=O)NC2CCS(=O)(=O)C2)cc1 (stereo not drawn)
48%[activator]	4%	?	-6%	-16%	5%	-28%	2	-1%[57.1 µM]	COc1ccc(NC(=O)c2cnn(-c3ccc(F)cc3F)c2C2CCN(C(=O)OC(C)(C)C)CC2)cc1Cl
-11%	-11%	25µM*	-1%	-13%	?	18µM*	6	79µM*	Clc1ccccc1OCCCn1ccnc1
2%	9%	-26%[59 µM]	0%	2%	12%[57 µM]	-6%	-2	-33%	Cc1cccc(-c2nc(CCNC(=O)c3ccc(Br)o3)cs2)c1

# Overlap with the part before: 2 compounds; new compounds follow.
Pin1 inh	GLS inh	G9a inh	Tb PGK inh	Pol eta inh	HP1b chromo inh	JMJD2A Tudor inh	PI4K2A block	BAZ2B block	smiles
-11%	-11%	25µM*	-1%	-13%	?	18µM*	6	79µM*	Clc1ccccc1OCCCn1ccnc1
2%	9%	-26%[59 µM]	0%	2%	12%[57 µM]	-6%	-2	-33%	Cc1cccc(-c2nc(CCNC(=O)c3ccc(Br)o3)cs2)c1
-9%	1%	.	3%	1%	17%	-14%	-2	.	CCCC(C(=O)NNC(=O)c1cc(C)oc1C)c1ccccc1 (stereo not drawn)
0%	5%	18%[59 µM]	-10%	0%	30%	-28%	-5	0%	CCC1CCCCN1CCCNC(=O)c1cn(CC)c2ccc(S(=O)(=O)N3CCc4ccccc4C3)cc2c1=O (stereo not drawn)
3%	-10%	-3%[59 µM]	i	7%	8%[57 µM]	-21%	0	0%	COc1ccc(-c2ccc(NS(=O)(=O)c3ccc(NC(C)=O)cc3)cc2)nn1
-1%	-7%	-3%[59 µM]	3%	-22%	25%	-6%	-2	-2%	CC(C)C(=O)Nc1nc2cc3c(cc2s1)OCO3
-4%	4%	.	i	-7%	10%	-18%	-7	-12%	Cc1ccc(S(=O)(=O)Nc2cc(-c3ccccc3)nn2C)cc1Cl
-5%	12%	-35%	-7%	-16%	20%	-4%	-8	-13%	O=C(O)/C=C/C(=O)OC1CC2CCC1C2 (stereo not drawn)
-1%	0%	-10%[12.7 µM]	-7%	-6%	1%	?	-1	-3%	CCc1ccc(NC(=O)C(C)OC(=O)CN2C(=O)NC3(CCCC3)C2=O)cc1 (stereo not drawn)
-4%	6%	?	-6%	-12%	7%	-16%	-4	11%	CCOC(=O)CSc1nnc(NCC(=O)OC)c(=O)[nH]1
3%	7%	24%	i	-19%	93%[activator]	0%	8	2%	CCOC(=O)C(CC)(CC)C(=O)/C=C/c1ccc(Br)cc1
-3%	33%[activator]	?	-9%	-9%	5%	-11%	-4	-24%	Cc1[nH]c(C)c(S(=O)(=O)NCc2ccc(N(C)C)cc2)c1C(=O)N1CCCC1
4%	7%	?	-3%	-21%	22%	-9%	-2	-32%	CCOc1cc(C(=O)Nc2ccc(N3CCN(C(C)=O)CC3)cc2)cc(OCC)c1OCC
4%	3%	-27%	0%	4%	30%	-4%	1	4%	Cc1cc(NC(=NC2CC2)c2ccccc2F)n(-c2ccccc2)n1
1%	3%	17%	2%	-7%	0%	-8%	-1	-3%	NS(=O)(=O)c1ccc(CCNC(=O)c2coc3ccccc3c2=O)cc1
0%	-14%	.	i	-18%	39%	-8%	-6	?	CC(C)c1ccc(C(O)c2nc3ccccc3n2C)cc1 (stereo not drawn)
-12%	0%	-38%	i	3%	36%	-6%	-3	12%	Cc1nc(SCC(=O)OCc2ccccc2)c2c(=O)n(C)c(=O)n(C)c2n1
3%	0%	-4%	-10%	-13%	17%	-21%	-3	?	CSc1ccc(/C=C(/NC(=O)c2ccccc2)C(=O)NCCCn2ccnc2)cc1
-5%	-3%	.	-6%	-18%	39%	-15%	4	.	C[C@H](CO)N1C[C@H](C)[C@@H](CN(C)Cc2ccc(C(=O)O)cc2)Oc2c(NS(=O)(=O)c3ccc(F)cc3)cccc2C1=O
0%	0%	-30%[59 µM]	.	.	29%	1%	1	1%	COc1cc(C(=O)Nc2nonc2-c2ccc(C)c(C)c2)cc(OC)c1OC
6%	-6%	?	-3%	-7%	22%	-26%	3	-30%	O=c1c(/C=N\NS(=O)(=O)c2ccccc2)coc2ccc(Cl)cc12
25%	-9%	-1%[59 µM]	3%	-1%	15%	-16%	3	?	CC1CCCN(c2cc(N(C)CCO)c([N+](=O)[O-])c3nonc23)C1 (stereo not drawn)
-2%	-7%	-13%[59 µM]	-4%	-23%	17%	-25%	-1	3%	CN(C)S(=O)(=O)c1cccc(NC(=O)/C=C/c2ccc(S(=O)(=O)N3CCOCC3)cc2)c1
-1%	3%	-22%[12.7 µM]	-1%	-9%	20%	-12%	-2	-1%	Cc1ccc(CN2C(=O)CCC2C(=O)NCCCN2CCCC(C)C2)cc1 (stereo not drawn)
4%	6%	?	8%	-5%	8%	-23%	3	-35%	CO/N=C/CC(=O)c1cnc(-c2ccccc2)s1
-2%	16%	.	-8%	-3%	8%	-12%	3	.	Cc1cccc(Nc2c(O)nc[nH]c2=O)c1
1%	-6%	1%[59 µM]	-3%	-23%	51%[activator]	6%	3	-3%	CCOC(=O)c1cc(-c2ccc(C)cc2)n(CC(=O)Nc2cc(C)ccc2C)c1C
5%	-3%	12%	4%	3%	38%	0%	1	-6%	Cc1cc(Nc2cccc(C)c2C)n2ncnc2n1
-8%	10%	-9%[2.33 µM]	0%	-11%	33%	-21%	0	-4%	O=C(COc1ccc(Cl)cc1Cl)OCC(=O)c1ccc[nH]1
-2%	-4%	2%[12.7 µM]	-1%	-2%	46%[activator]	-22%	3	-3%	COc1ccccc1NC(=O)c1cc(Sc2nncn2C)nc2ccccc12
-2%	8%	1%[12.7 µM]	.	7%	25%	-6%	1	2%	COc1cc(C)c(S(=O)(=O)N2CCOCC2)cc1C(C)C
7%	-3%	7%[12.7 µM]	0%	-20%	71%[activator]	-14%[11.4 µM]	4	6%	O=C(NC1CCc2ccccc21)C1CCN(S(=O)(=O)c2ccc(-n3cnnn3)cc2)CC1 (stereo not drawn)
12%	4%	-16%	7%	?	28%	-13%	-1	-23%	CCN(C(=O)COC(=O)C1CCN(S(=O)(=O)c2c(Cl)cccc2Cl)CC1)C1CCCCC1
-3%	-11%	-11%	i	-17%	16%	0%	-4	5%	CN(C)C1(CNC(=O)Nc2ccccc2)CCCCC1
0%	20%	14µM*	12%	-15%	52%[activator]	-18%	6	-28%	CCCOC(=O)c1ccc(NC(=O)C2C3C=CC(O3)C2C(=O)O)cc1 (stereo not drawn)
6%	-8%	-35%	-4%	-13%	23%	0%	0	?	O=C(CN1C(=O)c2ccccc2S1(=O)=O)Nc1ccccn1
